# T cruzi intra: blocks T. cruzi growth inside host cells; intracellular Trypanosoma cruzi in host cells, plate reader; activity score (inhibition), % at 5.01 µM; 22,000 tested, 4.9% active; AID 651903; in the data active = activity score above about 55%; inconclusive = no clear call, values can overlap the other calls;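 note: parasites and compound incubated about four days before reading; 0% = median of neutral control wells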
# INS-1E ATP HTS: rescue of cytokine-induced death in INS-1E beta cells. INS-1E cytokine-induced death, ATP luminescence, 48 h; normalised: neutral wells 0, positive control 100. protection from cytokine-induced ATP loss, % at 10 µM. 20,000 tested, 0.1% active. AID 488910;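 active = mean replicate protection from cytokine-induced ATP loss at least 50% and at least 75% of replicates each reaching 50%; inconclusive = meets only one of the two criteria, mean or replicate share; inactive = fails both the mean and replicate share criteria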
#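 assay system = INS-1E rat insulinoma cells | amount = 8000 cells per well | medium = phenol-red-free RPMI with 5% fetal bovine serum | doses = one compound concentration, pin transfer | timing = 48 h cytokine plus compound treatment, 10 min reagent incubation | also added = IL-1β, TNF-α and IFN-γ cytokine mix | signal = CellTiter-Glo luminescence measuring cellular ATP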
# * = called active by the depositor; ? = inconclusive; . = no result given.
SMILES,T cruzi intra,INS-1E ATP HTS
C[C@@H]1CN([C@@H](C)CO)C(=O)c2cccc(NS(=O)(=O)c3cccs3)c2O[C@@H]1CN(C)CC1CCCCC1,-8.4,-3.7
O=C(N/N=C/c1cccc(Oc2ccccc2)c1)c1ccccn1,5.6,10.1
C[C@@H]1CN([C@H](C)CO)C(=O)c2cc(NC(=O)Nc3cccc4ccccc34)ccc2O[C@H]1CN(C)Cc1ccc(C(=O)O)cc1,3.6,.
C[C@H](CO)N1C[C@H](C)[C@H](CN(C)Cc2ccc(Cl)c(Cl)c2)Oc2ccc(NC(=O)Cn3cnnn3)cc2C1=O,-9.3,-3.7
CNC[C@@H]1Oc2ccc(NS(=O)(=O)c3cccs3)cc2C(=O)N([C@@H](C)CO)C[C@H]1C,-14.6,.
C[C@H](CO)N1C[C@H](C)[C@H](CN(C)C(=O)Nc2ccc3c(c2)OCO3)Oc2ncc(C#Cc3cccc(F)c3)cc2C1=O,25.3,.
C[C@H](CO)N1C[C@H](C)[C@@H](CN(C)S(=O)(=O)c2ccc(Cl)cc2)Oc2ccc(NC(=O)Cc3cn(C)c4ccccc34)cc2C1=O,5.4,-10.6
C[C@H]1CN([C@@H](C)CO)C(=O)c2cc(NC(=O)Cn3cnnn3)ccc2O[C@H]1CN(C)C(=O)NC1CCCCC1,-13.4,-0.3
C[C@@H]1CN([C@H](C)CO)C(=O)c2cccc(NS(=O)(=O)c3ccc(F)cc3)c2O[C@H]1CN(C)C(=O)NC1CCCCC1,1.5,10.2
C[C@@H]1CN([C@@H](C)CO)C(=O)c2cc(NC(=O)Cc3ccccc3)ccc2O[C@H]1CN(C)S(=O)(=O)c1ccc(F)cc1,12.1,-6.5
C[C@@H]1CN([C@H](C)CO)C(=O)Cc2cc(NS(=O)(=O)c3ccc(F)cc3)ccc2O[C@@H]1CN(C)Cc1ccc(Oc2ccccc2)cc1,69.3*,-32.2
COc1ccc(S(=O)(=O)Nc2ccc3c(c2)C(=O)N([C@@H](C)CO)C[C@H](C)[C@@H](CN(C)C(=O)Nc2ccccc2)O3)cc1,-3.0,.
Cc1noc(C)c1NC(=O)N(C)C[C@@H]1Oc2ccc(NS(=O)(=O)c3cn(C)cn3)cc2C(=O)N([C@H](C)CO)C[C@H]1C,-7.5,-0.6
C[C@H](CO)N1C[C@H](C)[C@H](CN(C)C(=O)Nc2ccc(F)cc2)Oc2ccc(NC(=O)C3CCCCC3)cc2C1=O,7.4,-7.7
C[C@@H]1CN([C@@H](C)CO)C(=O)c2cccc(NC(=O)Nc3ccc(C(F)(F)F)cc3)c2O[C@@H]1CN(C)C(=O)Nc1cccc2ccccc12,-27.0,-58.7
Cc1ccc(S(=O)(=O)N(C)C[C@H]2Oc3ccc(NC(=O)Nc4c(C)noc4C)cc3C(=O)N([C@H](C)CO)C[C@@H]2C)cc1,-19.3,0.1
C[C@H](CO)N1C[C@H](C)[C@H](CN(C)Cc2ccc3c(c2)OCO3)Oc2ccc(NC(=O)Nc3ccccc3)cc2C1=O,?,.
COc1ccc(S(=O)(=O)N(C)C[C@@H]2Oc3ccc(NC(=O)CCC(F)(F)F)cc3CC(=O)N([C@@H](C)CO)C[C@@H]2C)cc1,-1.6,9.9
CNC[C@@H]1Oc2ccc(NC(=O)Nc3ccccc3)cc2CC(=O)N([C@H](C)CO)C[C@H]1C,-13.6,5.1
Cc1noc(C)c1NC(=O)N(C)C[C@H]1Oc2ccc(NC(=O)C3CCCCC3)cc2C(=O)N([C@H](C)CO)C[C@H]1C,-30.3,2.3
CC(C)NC(=O)Nc1cccc2c1O[C@H](CN(C)Cc1ccc(Cl)c(Cl)c1)[C@H](C)CN([C@H](C)CO)C2=O,-14.9,-12.9
COc1ccc(S(=O)(=O)Nc2ccc3c(c2)C(=O)N([C@H](C)CO)C[C@H](C)[C@@H](CN(C)C(=O)Nc2cccc4ccccc24)O3)cc1,-17.1,1.1
C[C@H]1CN([C@@H](C)CO)C(=O)c2cc(NC(=O)Nc3ccc(C(F)(F)F)cc3)ccc2O[C@@H]1CN(C)S(=O)(=O)c1cn(C)cn1,-14.8,2.1
C[C@@H]1CN([C@@H](C)CO)C(=O)Cc2cc(NS(=O)(=O)c3ccc(F)cc3)ccc2O[C@@H]1CN(C)S(C)(=O)=O,9.9,8.6
COc1ccc(NC(=O)Nc2ccc3c(c2)CC(=O)N([C@H](C)CO)C[C@@H](C)[C@H](CN(C)Cc2ccc4c(c2)OCO4)O3)cc1,-1.2,-13.3
Cc1ccc(S(=O)(=O)N(C)C[C@@H]2Oc3ccc(NS(=O)(=O)c4c(C)noc4C)cc3C(=O)N([C@@H](C)CO)C[C@H]2C)cc1,8.0,-9.0
C[C@@H]1CN([C@@H](C)CO)C(=O)c2cccc(NS(=O)(=O)c3ccc(Cl)cc3)c2O[C@@H]1CN(C)CC1CCCCC1,11.8,-7.4
C[C@@H]1CN([C@H](C)CO)C(=O)Cc2cc(NC(=O)Nc3cccc4ccccc34)ccc2O[C@H]1CN(C)S(=O)(=O)c1cn(C)cn1,-14.2,8.1
COc1ccc(S(=O)(=O)Nc2ccc3c(c2)CC(=O)N([C@@H](C)CO)C[C@@H](C)[C@@H](CN(C)C(=O)Nc2cccc4ccccc24)O3)cc1,-22.3,2.7
C[C@@H]1CN([C@@H](C)CO)C(=O)c2cccc(NC(=O)NC3CCCCC3)c2O[C@H]1CN(C)C(=O)NC1CCCCC1,8.5,1.1
CC(C)NC(=O)N(C)C[C@H]1Oc2ccc(NC(=O)Nc3ccc4c(c3)OCO4)cc2CC(=O)N([C@@H](C)CO)C[C@H]1C,-23.6,9.6
Cc1noc(C)c1NC(=O)N(C)C[C@H]1Oc2ccc(NS(=O)(=O)c3ccccc3)cc2CC(=O)N([C@@H](C)CO)C[C@H]1C,-10.5,7.8
C[C@H](CO)N1C[C@H](C)[C@H](CN(C)C(=O)Nc2ccc3c(c2)OCO3)Oc2ccc(NC(=O)Cn3cnnn3)cc2CC1=O,-11.8,5.7
Cc1noc(C)c1NC(=O)N(C)C[C@@H]1Oc2ccc(NC(=O)Nc3cccc4ccccc34)cc2C(=O)N([C@@H](C)CO)C[C@H]1C,-10.0,3.3
C[C@@H]1CN([C@@H](C)CO)C(=O)c2cccc(NC(=O)C3CCOCC3)c2O[C@@H]1CN(C)Cc1ccccc1,-19.0,-0.9
C[C@H]1CN([C@@H](C)CO)C(=O)Cc2cc(NC(=O)CCN3CCOCC3)ccc2O[C@@H]1CN(C)C(=O)Nc1ccc(C(F)(F)F)cc1,-2.2,2.7

# Six compounds picked at random from the list so far, as already listed:
SMILES,T cruzi intra,INS-1E ATP HTS
Cc1ccc(S(=O)(=O)N(C)C[C@@H]2Oc3ccc(NS(=O)(=O)c4c(C)noc4C)cc3C(=O)N([C@@H](C)CO)C[C@H]2C)cc1,8.0,-9.0
C[C@@H]1CN([C@@H](C)CO)C(=O)c2cccc(NC(=O)C3CCOCC3)c2O[C@@H]1CN(C)Cc1ccccc1,-19.0,-0.9
C[C@H](CO)N1C[C@H](C)[C@H](CN(C)C(=O)Nc2ccc3c(c2)OCO3)Oc2ccc(NC(=O)Cn3cnnn3)cc2CC1=O,-11.8,5.7
C[C@@H]1CN([C@@H](C)CO)C(=O)c2cccc(NS(=O)(=O)c3ccc(Cl)cc3)c2O[C@@H]1CN(C)CC1CCCCC1,11.8,-7.4
C[C@@H]1CN([C@@H](C)CO)C(=O)c2cccc(NC(=O)NC3CCCCC3)c2O[C@H]1CN(C)C(=O)NC1CCCCC1,8.5,1.1
Cc1noc(C)c1NC(=O)N(C)C[C@@H]1Oc2ccc(NC(=O)Nc3cccc4ccccc34)cc2C(=O)N([C@@H](C)CO)C[C@H]1C,-10.0,3.3

# (continued)
SMILES,T cruzi intra,INS-1E ATP HTS
COc1ccccc1S(=O)(=O)N(C)C[C@H]1OCc2cn(nn2)CCCC(=O)N([C@@H](C)CO)C[C@H]1C,-5.8,.
C[C@@H]1CCCCO[C@@H](CN(C)Cc2ccc(C(=O)Nc3ccccc3N)cc2)[C@@H](C)CN([C@H](C)CO)C(=O)c2cc(NC(=O)Nc3ccc(C(F)(F)F)cc3)ccc2O1,80.9*,-45.0
C[C@H](CO)N1C[C@H](C)[C@@H](CN(C)C(=O)NC2CCCCC2)Oc2c(NC(=O)c3cnccn3)cccc2C1=O,12.0,5.6
COc1ccc(NC(=O)Nc2ccc3c(c2)C(=O)N([C@H](C)CO)C[C@H](C)[C@@H](CN(C)S(=O)(=O)c2ccc(F)cc2)O3)cc1,-22.3,2.2
CC(C)NC(=O)Nc1cccc2c1O[C@@H](CN(C)S(C)(=O)=O)[C@@H](C)CN([C@H](C)CO)C2=O,-6.5,8.2
C[C@@H]1CN([C@@H](C)CO)C(=O)c2cccc(NC(=O)c3nc4ccccc4s3)c2O[C@@H]1CN(C)CC1CCCCC1,76.3*,-48.5
Cc1ccc(S(=O)(=O)Nc2ccc3c(c2)C(=O)N([C@H](C)CO)C[C@H](C)[C@@H](CN(C)Cc2ccncc2)OCCCC[C@@H](C)O3)cc1,4.8,-0.8
CNC[C@@H]1Oc2ncc(-c3cc4ccccc4o3)cc2C(=O)N([C@H](C)CO)C[C@@H]1C,78.7*,.
C[C@H](CO)N1C[C@H](C)[C@@H](CN(C)Cc2ccc(C(F)(F)F)cc2)Oc2c(NC(=O)NC3CCCCC3)cccc2C1=O,78.1*,-22.1
C[C@H]1CN([C@@H](C)CO)C(=O)c2cccc(NC(=O)C3CC3)c2O[C@@H]1CN(C)Cc1ccc2c(c1)OCO2,8.5,0.4
C[C@H]1CN([C@@H](C)CO)C(=O)c2cc(NC(=O)CCC(F)(F)F)ccc2O[C@@H]1CN(C)Cc1ccc2c(c1)OCO2,7.5,.
CC(C)NC(=O)Nc1ccc2c(c1)C(=O)N([C@H](C)CO)C[C@H](C)[C@@H](CN(C)CC1CCCCC1)O2,-7.2,6.2
Cc1noc(C)c1NC(=O)Nc1ccc2c(c1)CC(=O)N([C@@H](C)CO)C[C@H](C)[C@@H](CN(C)S(C)(=O)=O)O2,-14.9,6.4
Cc1noc(C)c1S(=O)(=O)Nc1cccc2c1O[C@@H](CN(C)S(=O)(=O)c1ccccc1)[C@@H](C)CN([C@@H](C)CO)C2=O,11.6,-1.4
CC(C)NC(=O)N(C)C[C@H]1Oc2c(NS(=O)(=O)c3cn(C)cn3)cccc2C(=O)N([C@@H](C)CO)C[C@H]1C,-9.6,7.2
C[C@H](CO)N1C[C@H](C)[C@H](CN(C)S(=O)(=O)c2ccc(F)cc2)Oc2c(NC(=O)c3nc4ccccc4s3)cccc2C1=O,61.1*,-36.7
C[C@@H]1CN([C@H](C)CO)C(=O)CCCn2cc(nn2)CO[C@H]1CN(C)S(C)(=O)=O,-20.6,.
C[C@@H]1CCCCO[C@@H](CN(C)S(=O)(=O)c2ccc(Cl)cc2)[C@@H](C)CN([C@H](C)CO)C(=O)c2cc(NS(=O)(=O)c3cn(C)cn3)ccc2O1,-28.7,4.0
C[C@H](CO)N1C[C@H](C)[C@@H](CN(C)S(C)(=O)=O)Oc2ccc(NC(=O)Nc3ccc4c(c3)OCO4)cc2C1=O,29.8,9.5
COc1ccc(S(=O)(=O)Nc2ccc3c(c2)C(=O)N([C@@H](C)CO)C[C@H](C)[C@@H](CN(C)Cc2ccc(C(=O)Nc4ccccc4N)cc2)O3)cc1,19.7,5.3
CC(C)NC(=O)Nc1cccc2c1O[C@@H](CN(C)S(=O)(=O)c1ccccc1)[C@H](C)CN([C@@H](C)CO)C2=O,-3.4,8.9
CC(C)NC(=O)Nc1cccc2c1O[C@H](CN(C)Cc1ccc3c(c1)OCO3)[C@H](C)CN([C@H](C)CO)C2=O,-10.8,-2.7
COc1ccc(CN(C)C[C@H]2Oc3ccc(NC(=O)Nc4ccc5c(c4)OCO5)cc3CC(=O)N([C@H](C)CO)C[C@H]2C)cc1,7.4,-4.5
CNC[C@@H]1Oc2ccc(NS(=O)(=O)c3ccccc3)cc2C(=O)N([C@@H](C)CO)C[C@@H]1C,-18.8,-5.9
C[C@@H]1CN([C@H](C)CO)C(=O)Cc2cc(NC(=O)Cc3ccccc3)ccc2O[C@@H]1CN(C)C(=O)Nc1ccc(F)cc1,-16.4,-4.4
Cc1ccccc1/C=N/NC(=O)c1ccccc1O,-13.4,-28.4
C[C@@H]1CN([C@@H](C)CO)C(=O)c2cc(NS(=O)(=O)c3cccs3)ccc2O[C@H]1CN(C)S(=O)(=O)c1ccccc1,6.8,-2.6
Cc1noc(C)c1S(=O)(=O)Nc1ccc2c(c1)C(=O)N([C@@H](C)CO)C[C@H](C)[C@H](CN(C)Cc1ccncc1)O2,-53.7,8.0
C[C@H](CO)N1C[C@H](C)[C@H](CN(C)S(=O)(=O)c2ccc(F)cc2)Oc2ncc(C#CC(C)(C)O)cc2C1=O,-2.1,.
Cc1noc(C)c1S(=O)(=O)Nc1ccc2c(c1)C(=O)N([C@H](C)CO)C[C@@H](C)[C@@H](CN(C)C(=O)Nc1ccc(F)cc1)O2,-10.3,7.4
C[C@@H]1CN([C@H](C)CO)C(=O)c2cc(NS(=O)(=O)c3ccc(Cl)cc3)ccc2O[C@H]1CN(C)Cc1ccc(C(=O)Nc2ccccc2N)cc1,32.8,-1.3
C[C@H]1CN([C@@H](C)CO)C(=O)CCCn2nncc2CO[C@H]1CN(C)Cc1cccc2c1OCCCO2,-3.9,.
C[C@@H]1CN([C@H](C)CO)C(=O)c2cccc(NC(=O)C3CC3)c2O[C@@H]1CN(C)S(C)(=O)=O,-26.7,8.9
COc1ccc(NC(=O)N(C)C[C@H]2Oc3ccc(NC(=O)Nc4cccc5ccccc45)cc3CC(=O)N([C@H](C)CO)C[C@H]2C)cc1,-2.9,-1.5
CNC[C@H]1Oc2ccc(NS(=O)(=O)c3cn(C)cn3)cc2C(=O)N([C@H](C)CO)C[C@H]1C,-15.7,1.4

# Bioassay records: PubChem, Broad Institute
